From PubChem BioAssay
KB-V1 MDR tox: KB-V1 MDR subline cytotoxicity; KB-V1 MDR cells viability, CellTiter-Glo, 72 h; Potency, µM (doses to about 46.1 µM), for the others: top-dose activity change, negative = cytotoxicity, most hits filed as cytotoxic; 400,000 tested, 3.4% active; AID 1347076; note: potency is the fitted concentration of half-maximal effect; % is set by controls: 0 for no effect and ±100 for the full control effect; nearly all actives have a fitted effect of over 60% in size
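Drug-selected KB-V1 cells, grown in DMEM lacking phenol red with 10% FBS, receive compound titrations; after three days at 37 degrees C, surviving cell ATP is quantified by CellTiter-Glo luminescence and responses normalized and curve-fitted.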
TDP43 rescue: inhibitors of TDP-43 toxicity in yeast | TDP-43 expressing yeast growth rescue, BacTiter-Glo, 24 h | Potency, µM (series often up to 46.1 µM), inactives show at the top dose growth rescue (activation), most hits filed as activators | 410,000 tested, 1.8% active | AID 652104; note: potency is the fitted concentration of half-maximal effect; % of control where 0% means no effect; nearly all actives have a fitted effect of over 50% in size
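Readout is BacTiter-Glo luminescence of cell growth, so inhibitors register as activators. TDP-43-expressing yeast at OD600=0.02 in galactose medium, after raffinose pregrowth to mid-log, were incubated with compound for 24 hr at 30 deg C.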
HEK293 tox: cytotoxic in the GLP-1 receptor inverse agonist counter-screen. HEK293 cAMP-luciferase reporter cells, luminescence, 24 h. Potency, µM (highest dose often 38.3 µM), for the others: top-dose activity change, negative = inhibition, hits mostly inhibitors. 410,000 tested, 0.13% active. AID 624418;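 note: loss of luciferase light is scored as toxicity; potency is the fitted concentration of half-maximal effect; % is set by controls: 0 for no effect and ±100 for the full control effect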
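Cells in DMEM/10% Nu serum/1% pen-strep, 1536-well format. Pre-incubated 12 h, dosed with 23 nL compound, incubated a further 24 h. Luciferase detection, 12 min at room temp, luminescence.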
GLP-1R agonist: activates the human GLP-1 receptor | P43220 | HEK293 GLP-1R CRE-luciferase, luminescence, 4-6 h; cells express a hypersensitive GLP-1R form | Potency, µM (highest dose often 45.6 µM), without a hit: at the highest dose activation, hits mostly activators | 380,000 tested, 0.007% active | AID 624172; note: potency is the fitted concentration of half-maximal effect; % of control where 0% means no effect
Target sequence (P43220 whole entry, looked up): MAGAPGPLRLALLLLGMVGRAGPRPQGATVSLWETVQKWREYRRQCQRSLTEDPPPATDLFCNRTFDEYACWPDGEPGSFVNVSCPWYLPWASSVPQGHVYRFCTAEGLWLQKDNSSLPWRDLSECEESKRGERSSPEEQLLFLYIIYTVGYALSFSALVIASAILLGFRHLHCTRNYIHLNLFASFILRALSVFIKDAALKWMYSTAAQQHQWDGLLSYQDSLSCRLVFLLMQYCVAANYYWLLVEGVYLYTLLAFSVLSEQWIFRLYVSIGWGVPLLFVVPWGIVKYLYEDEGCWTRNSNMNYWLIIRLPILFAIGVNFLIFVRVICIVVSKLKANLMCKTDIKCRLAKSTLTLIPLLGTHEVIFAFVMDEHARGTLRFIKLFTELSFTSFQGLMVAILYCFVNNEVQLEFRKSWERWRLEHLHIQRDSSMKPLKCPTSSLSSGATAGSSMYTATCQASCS
D3 ag: D3 dopamine receptor (human) agonism | D3R DiscoveRx beta-arrestin cells, luminescence, 90 min | max activation, % | 410,000 tested, 0.58% active | AID 652048; in the data active = max activation above about 30%; note: 0% is about no effect; mostly tested at two doses, the higher about 12 µM
Target sequence (P35462 whole entry, looked up): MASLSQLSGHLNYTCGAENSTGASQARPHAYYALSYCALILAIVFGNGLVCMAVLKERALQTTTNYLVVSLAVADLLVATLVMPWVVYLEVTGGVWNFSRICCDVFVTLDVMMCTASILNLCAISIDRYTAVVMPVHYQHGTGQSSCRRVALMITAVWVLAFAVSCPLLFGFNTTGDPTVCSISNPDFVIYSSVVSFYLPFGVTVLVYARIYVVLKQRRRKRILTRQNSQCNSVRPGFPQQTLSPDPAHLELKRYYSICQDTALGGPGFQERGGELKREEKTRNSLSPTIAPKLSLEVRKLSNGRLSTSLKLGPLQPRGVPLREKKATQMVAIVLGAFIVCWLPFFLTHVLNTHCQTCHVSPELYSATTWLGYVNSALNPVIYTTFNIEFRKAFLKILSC
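Agonist-mode cell screen: cells plated at 1500/well and incubated overnight at 37 °C, then exposed to library compounds for 90 min at 37 °C. Detection reagent was added for 30–60 min at room temperature, and luminescence was read.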
GLP1R inv ag: GLP-1 receptor (human) inverse agonism. P43220. HEK293 GLP-1R CRE-luciferase, luminescence, 24 h; GLP-1R form is constitutively active. Potency, µM (top dose mostly 38.3 µM), without a hit: at the top dose activity change, negative = inhibition, actives largely listed as inhibitors. 410,000 tested, 1.6% active. AID 624417; note: potency is the fitted concentration of half-maximal effect; % is set by controls: 0 for no effect and ±100 for the full control effect; nearly all actives have a fitted effect of over 55% in size
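Inverse agonism was detected as reduced cAMP-driven luciferase luminescence after 24 h compound treatment. The cells were HEK293 clones expressing constitutively active human GLP-1R with the reporter. Reporter-only and GPR119 cell lines served as counterscreen controls.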
PTHR1 agonist: activates the human parathyroid hormone receptor PTHR1. 410,000 tested, 0.075% active. Potency, µM (series often up to 115 µM), for the others: at the highest dose activation, usual class: activators. HEK293 GP2 PTHR1 cells, GloSensor cAMP luminescence, 1 h. Q03431; note: potency is the fitted concentration of half-maximal effect; nearly all actives have a fitted effect of over 55% in size; some results filed as inactive show a strong effect at the top dose; inactives centre near -15; many of its hits are not listed in these tables
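HEK-293-derived GP2 cells expressing PTHR1 and a GloSensor cAMP reporter, 3,000/well, plated overnight, given luciferin plus IBMX (each 0.5 mM as added) for 1 h at 37 °C, then compound for 1 h at 37 °C. Luminescence was read after 15 min at room temperature.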
DRD3 antagonist: antagonists of human D3 dopamine receptor; 360,000 tested, 2.5% active; max response, negative = inhibition, %; D3R cells, DiscoveRx beta-arrestin luminescence, antagonist mode; active compounds read low; P35462; AID 652054; in the data active = max response below about -50%; inconclusive = no clear call, values can overlap the other calls; note: % is set by controls: 0 for no effect and ±100 for the full control effect; mostly tested at two doses, the higher about 12 µM
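Cells plated overnight at 1500 cells/well, then exposed to library compounds with dopamine controls for 90 minutes at 37 degrees C. DiscoveRx reagent added for 30–60 minutes at room temperature; luminescence read, quantitative HTS format.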
aSyn rescue: alpha-synuclein toxicity inhibition in yeast. AID 652106. 370,000 tested, 0.14% active. Potency, µM (top dose mostly 46.1 µM), inactives show top-dose growth rescue (activation), actives largely listed as activators. Yeast expressing alpha-synuclein, growth rescue, BacTiter-Glo, 24 h; note: potency is the fitted concentration of half-maximal effect; % of control where 0% means no effect; nearly all actives have a fitted effect of over 65% in size
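Rescue of yeast growth: cells expressing toxic alpha-synuclein, induced in galactose at OD600 0.02, incubated with compound 24 h at 30 C. ATP luminescence quantified growth; inhibitors of toxicity appear as activators.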
* = called active by the depositor; i = inactive; u = inconclusive; x = no result given; & = joins results of further samples; [ ] = dose if it differs, or a comment. Unless noted, calls come from the whole dose curve; as a rule, active = well fitted curve in the direction sought with a large enough effect; inconclusive = small, poorly fitted or top-dose-only effect, or another doubt; inactive = no such curve, though single readings can be large; an effect the other way counts as inactive or inconclusive. Some of the compounds tested; the hit share may differ from the screen's.

Sequence of screens: D3 ag	aSyn rescue	PTHR1 agonist	TDP43 rescue	HEK293 tox	KB-V1 MDR tox	GLP1R inv ag	GLP-1R agonist	DRD3 antagonist
1	Cc1ccc(NC(=O)c2cccc(S(=O)(=O)N3CCN(C)CC3)c2)cc1F
→ 1.3	-1.7%	-12.1%	-12.6%	-0.4%	-9.6%	u	16.9%	-21.6
2	CCOc1ccccc1CNC(=O)c1ccc2nc(N3CCC(C)CC3)sc2c1
→ 6.0	x	-19.6%	21.8%	3.2%	-4.1%	-6.0%	x	x
3	O=C(CSc1ccccc1C(=O)NCc1ccccc1)NC1CCCCCCC1
→ 1.1	0.4%	-27.1%	-3.3%	4.5%	3.26µM*	u	-2.6%	11.2
4	CC(=O)c1cccc(Nc2nc(=O)c3cccnc3s2)c1
→ -5.4	-3.2%	i	-11.8%	16.6%	-5.6%	0.0%	u	-20.5
5	CC(=O)CC(C)=NCCN=C(C)CC(C)=O
→ 15.0	3.2%	i	-19.0%	2.8%	13.0%	9.8%	-5.3%	-12.6
6	Cc1cc(NC(=O)CSc2n[nH]c(-c3ccc(Cl)cc3Cl)n2)no1
→ -2.8	-8.4%	i	-6.6%	-3.3%	-3.6%	7.3%	4.5%	-0.2
7	C/C(=N\NC(=O)c1cc2ccccc2cc1O)c1cccs1
→ 6.3	-11.0%	-42.3%	-22.2%	-0.2%	u	u	-2.3%	-7.5
8	COc1ccc(/C(C)=N/NC(=O)CCC(=O)Nc2ccc(Cl)cc2Cl)c(OC)c1
→ 4.1	-8.8%	-3.0%	18.8%	-2.2%	u	1.7%	0.6%	16.3
9	CCC(CC)NC(=O)CSc1ccc(S(=O)(=O)N2CCCCC2)cn1
→ 3.1	6.9%	i	6.5%	14.5%	u	-0.1%	2.0%	6.8
10	Cc1noc(C)c1S(=O)(=O)NC(=O)C1(C)CCN1C(=O)Cc1ccc(Cl)cc1Cl (stereo not given)
→ 3.7	u	i	14.2%	0.4%	-3.0%	13.1%	-4.5%	11.0
11	CN(Cc1ccc(Cl)cc1Cl)C(=O)CN1C(=O)NC2(CCCC2)C1=O
→ -4.9	2.7%	-12.0%	-12.1%	2.6%	u	-25.5%	1.7%	-24.9
12	CC(C)(C)Cc1nnc(NC(=O)c2ccc([N+](=O)[O-])cc2)s1
→ -4.2	2.1%	-26.9%	19.9%	-2.7%[1.53 µM]	u	23.9%	-2.2%	-4.8
13	Cc1ccc(C)c(N2CCN(S(=O)(=O)c3cc(C(=O)Nc4ccccc4C(F)(F)F)ccc3F)CC2)c1
→ -1.5	x	i	u	5.3%	x	u	x	x
14	CC(=O)Oc1cccc2c1C(=O)C1CC=CC(OC(C)=O)C1C2=O (stereo not given)
→ -19.9	9.5%	i	16.5%	-6.2%	-14.4%	117.0%[activator]	6.8%	u
15	O=C(O)COc1ccccc1/C=N/NC(=O)CSc1nc2ccccc2s1
→ 0.7	0.1%	i	5.5%	-14.0%	0.0%	-4.0%	2.4%	7.0
16	Cc1cc(C)cc(N2C(=O)C3CC=CCC3C2=O)c1 (stereo not given)
→ 2.5	-6.7%	-10.0%	12.0%	-10.1%	-6.3%	5.6%	-8.3%	-6.3
17	Nc1nnc(COc2ccc(Br)cc2Br)s1
→ -7.0	9.0%	i	-4.3%	-2.1%	4.5%	31.6%[activator]	2.8%	-25.4
18	CCN(CC)S(=O)(=O)c1ccc(/C=C/C(=O)OCC(=O)Nc2ccc(S(N)(=O)=O)cc2)cc1
→ -11.7	-6.8%	-5.8%	-4.8%	-4.5%	8.4%	18.0%	0.9%	16.9
19	COc1ccc2c(c1)-c1nc(/N=C/c3c(O)ccc4ccccc34)sc1CC2
→ 2.8	-13.1%	-21.7%	-14.5%	-12.5%	12.4%	1.7%	-3.6%	0.7
20	Cc1cc(C(=O)NCCc2ccc(S(N)(=O)=O)cc2)no1
→ -1.5	0.1%	i	-6.1%	0.8%	4.4%	-19.6%	5.5%	14.4
21	N#C/C(=C\c1ccc(-c2ccc([N+](=O)[O-])cc2)o1)C(=O)Nc1nc(-c2cccs2)cs1
→ -3.8	-3.0%	14.9%	-16.3%	-6.2%	u	52.9%[activator]	-1.5%	-15.1
22	CCOc1ccc(N(CC(=O)NC2CCCCC2)C(=O)CSc2nnc(COc3ccccc3)o2)cc1
→ -4.7	-10.1%	i	6.0%	-19.5%	0.0%	u	-1.9%	0.0
23	CC/C(C)=N\Nc1nc(-c2cc3cc(OC)ccc3oc2=O)cs1
→ -0.8	-4.6%	-24.2%	-9.7%	9.1%	-3.2%	u	6.0%	14.9
24	COc1ccc(C2(C)NC(=O)N(CC(=O)NC(C)c3ccc(CC(C)C)cc3)C2=O)cc1 (stereo not given)
→ 1.7	12.7%	-29.8%	21.1%	0.0%	5.4%	u	3.6%	-9.4
25	CCc1cccc(NC(=O)CN(c2ccc(OC)cc2)S(=O)(=O)c2c(C)n[nH]c2C)c1
→ -2.1	x	i	5.2%	-22.8%	-10.6%	u	13.5%	-18.1
26	O=C1CCCC2=C1C(c1ccco1)Nc1ccc(C(=O)c3ccccc3)cc1N2 (stereo not given)
→ 1.3	-8.8%	-1.5%[57.5 µM]	-5.8%	-27.2%	u	-3.3%	3.7%	-26.9
27	Cc1ccccc1NC(=S)NCc1ccc2[nH]c3c(c2c1)CCCC3
→ -0.9	0.3%	-51.0%[inhibitor]	u	-20.4%	-0.7%	u	4.8%	0.0
28	O=C(O)C1CC(=O)N(C2CCCCCC2)C1 (stereo not given)
→ 4.5	-13.1%	8.2%[57.5 µM]	1.3%	-4.6%	15.4%	0.9%	-13.2%	0.0
29	CC(C)c1csc(CN2CCC(C(=O)Nc3cccc(-c4ccco4)c3)CC2)n1
→ 3.6	1.5%	-41.8%[inhibitor]	7.0%	-8.7%	u	u	5.6%	-2.0
30	Cc1ccc(CN(C(=O)c2cc(=O)c3cc(Cl)c(C)cc3o2)C2CCS(=O)(=O)C2)cc1 (stereo not given)
→ 4.8	19.2%	-3.6%	1.8%	-27.0%	-11.5%	35.2%[activator]	19.3%	11.2

Four compounds picked at random from those above:
Sequence of screens: D3 ag	aSyn rescue	PTHR1 agonist	TDP43 rescue	HEK293 tox	KB-V1 MDR tox	GLP1R inv ag	GLP-1R agonist	DRD3 antagonist
22	CCOc1ccc(N(CC(=O)NC2CCCCC2)C(=O)CSc2nnc(COc3ccccc3)o2)cc1
→ -4.7	-10.1%	i	6.0%	-19.5%	0.0%	u	-1.9%	0.0
30	Cc1ccc(CN(C(=O)c2cc(=O)c3cc(Cl)c(C)cc3o2)C2CCS(=O)(=O)C2)cc1 (stereo not given)
→ 4.8	19.2%	-3.6%	1.8%	-27.0%	-11.5%	35.2%[activator]	19.3%	11.2
28	O=C(O)C1CC(=O)N(C2CCCCCC2)C1 (stereo not given)
→ 4.5	-13.1%	8.2%[57.5 µM]	1.3%	-4.6%	15.4%	0.9%	-13.2%	0.0
26	O=C1CCCC2=C1C(c1ccco1)Nc1ccc(C(=O)c3ccccc3)cc1N2 (stereo not given)
→ 1.3	-8.8%	-1.5%[57.5 µM]	-5.8%	-27.2%	u	-3.3%	3.7%	-26.9

Additional compounds follow.
Sequence of screens: D3 ag	aSyn rescue	PTHR1 agonist	TDP43 rescue	HEK293 tox	KB-V1 MDR tox	GLP1R inv ag	GLP-1R agonist	DRD3 antagonist
31	Cc1cccc(-c2cc(NC(=O)COc3ccccc3F)n(-c3ccccc3)n2)c1
→ -3.2	x	-7.4%	8.7%	3.5%	-8.2%	11.4%	x	x
32	O=C(Nc1ccc2c(c1)OCO2)N1CCOCC1
→ 17.8	-0.5%	u	-23.0%	-30.6%	-18.3%	0.0%	0.0%	15.3
33	Cc1occc1-c1nnc(SCC(N)=O)o1
→ 1.0	1.3%	i	7.5%	-6.4%	11.1%	20.3%	13.1%	-1.9
34	NS(=O)(=O)c1cccc(NC(=O)Cn2cc(C(F)(F)F)cc(Cl)c2=O)c1
→ -2.6	0.5%	-1.1%	-14.1%	13.3%	4.5%	13.3%	-3.5%	-14.3
35	COc1ccc(S(=O)(=O)N(C)CC(=O)NCCCn2ccnc2)cc1Cl
→ 0.4	-2.4%	i	-0.6%	-3.7%	18.4%	u	6.1%	28.9
36	CCn1nc(C)c(CCN(C)C(=O)Nc2ccc(C)c(Cl)c2)c1C
→ 6.4	x	-5.9%	23.5%	-7.4%	8.4%	u	x	x
37	CC1C(=O)N(Cc2cn(CC3CCCCC3)nn2)CCS(=O)(=O)N1Cc1ccc(-c2ccc(Cl)c(Cl)c2)cc1 (stereo not given)
→ -10.1	-1.4%	-30.2%	14.5%	-10.8%	-3.5%	u	0.8%	0.0
38	CC1=NN(c2ccccc2)C(=O)C1C=Nc1ccc(N(C)C)cc1 (stereo not given)
→ 10.5	-7.3%	i	14.3%	u	u	u	4.1%	13.7
39	COc1ccc(NC2c3ccccc3C(=O)N2Cc2ccco2)cc1OC (stereo not given)
→ -6.6	-1.3%	-1.5%	0.4%	1.0%	0.0%	30.3%[activator]	8.8%	-10.4
40	CCOC(=O)c1c(S(=O)(=O)NCC(=O)Nc2cc(C)ccc2C)c(C)n(C)c1C
→ 0.6&0.8	-8.7%	-2.6%	5.1%&10.1%	-0.8%&28.2%	2.4%&-8.4%	-48.9%&14.8%	7.0%	5.9
41	Cc1ccccc1N1C(S)=C(C#N)C(=O)NC12CCCCC2
→ 2.0	8.1%	i	12.4%	20.8%[1.53 µM]	-13.6%	4.7%	-8.3%	-5.8
